# APEX1 inh: APE1 (human) endonuclease inhibition. P27695. AID 2517. actives 0.35% (n = 350,000). recombinant APE1, TAMRA/BHQ-2 abasic DNA cleavage fluorescence. Potency, µM (series often up to 65.8 µM), without a hit: at the highest dose activity change, negative = inhibition, hits mostly inhibitors;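 further: plate controls were vehicle for no effect and reference inhibitor for full effect; nearly all actives have a fitted effect of over 55% in size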
# Target sequence (P27695 whole entry, looked up): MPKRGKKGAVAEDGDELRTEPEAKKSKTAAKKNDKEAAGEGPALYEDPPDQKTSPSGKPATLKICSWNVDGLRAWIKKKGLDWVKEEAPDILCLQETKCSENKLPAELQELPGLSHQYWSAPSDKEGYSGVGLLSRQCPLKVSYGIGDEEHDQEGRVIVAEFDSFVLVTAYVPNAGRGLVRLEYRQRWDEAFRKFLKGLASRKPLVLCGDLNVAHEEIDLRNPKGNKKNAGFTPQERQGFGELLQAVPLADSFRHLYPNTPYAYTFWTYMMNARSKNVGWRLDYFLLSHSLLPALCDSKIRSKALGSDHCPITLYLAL
#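 Activity was derived from the fluorescence gain between first and third kinetic reads (60 s intervals, ex 525/em 598 nm) after 50 nM THF-abasic TAMRA/BHQ-2 duplex was added to 0.75 nM APE1 preincubated 15 min with compound.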
# Anesthetic bind: binds horse apoferritin like a general anesthetic. P02791. apoferritin/1-aminoanthracene competitive binding, fluorescence. Potency, µM (highest dose often 77.5 µM), for inactives: at the top dose activity change, negative = displacement, usual class: inhibitors. actives 0.074% (n = 350,000). AID 485281; further: on the % scale 0 is the no-effect control and ±100 the full control effect; nearly all actives have a fitted effect of over 20% in size
#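 Steps: apoferritin (10 uM) was premixed with half-saturated 1-AMA in PBS, compounds were pin-transferred, plates stood 10 min at room temperature, fluorescence was read at 380/535 nm, and curves were fitted with a Hill equation.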
# BLM inh: Bloom syndrome helicase (human) inhibition; P54132; recombinant BLM DNA unwinding, fluorescence dequenching; Potency, µM (series often up to 56.1 µM), for the others: at the top dose activity change, negative = inhibition, most hits filed as inhibitors; actives 0.2% (n = 350,000);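 further: plate controls were vehicle for no effect and no enzyme for full effect; nearly all actives have a fitted effect of over 35% in size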
# POLB inh: inhibitors of human DNA polymerase beta; Pol beta primer extension/strand displacement, fluorescence kinetic; Potency, µM (doses to about 114 µM), inactives show at the top dose activity change, negative = inhibition, usual class: inhibitors; P06746; actives 1.3% (n = 340,000); further: on the % scale 0 is the no-effect control and ±100 the full control effect
#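 Pol beta (10 nM) was preincubated with compound for 15 min at room temperature. The reaction was then started with 50 nM substrate and read immediately and after a further 10 min at room temperature.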
# BAZ2B inh: BAZ2B (human) inhibition. actives 4.4% (n = 360,000). AlphaScreen BAZ2B-H3K14Ac peptide displacement. Potency, µM (top dose mostly 114 µM), for inactives: at the highest dose activity change, negative = inhibition, most hits filed as inhibitors. Q9UIF8; further: on the % scale 0 is the no-effect control and ±100 the full control effect; nearly all actives have a fitted effect of over 60% in size
#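 AlphaScreen displacement of biotin-H3(5-23)K14Ac peptide (50 nM final) from BAZ2B (50 nM final) in PBS pH 7.4, 0.01% Tween-20; complex preformed 30 min RT, then compounds (top 110 uM) 30 min RT, beads 20 min dark.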
# POLH inh: DNA polymerase eta (human) inhibition. AID 588591. actives 1.2% (n = 390,000). Potency, µM (highest dose often 114 µM), for the others: at the highest dose activity change, negative = inhibition, usual class: inhibitors. recombinant Pol eta, fluorescent DNA replication assay. Q9Y253; further: on the % scale 0 is the no-effect control and ±100 the full control effect
# Target sequence (Q9Y253 whole entry, looked up): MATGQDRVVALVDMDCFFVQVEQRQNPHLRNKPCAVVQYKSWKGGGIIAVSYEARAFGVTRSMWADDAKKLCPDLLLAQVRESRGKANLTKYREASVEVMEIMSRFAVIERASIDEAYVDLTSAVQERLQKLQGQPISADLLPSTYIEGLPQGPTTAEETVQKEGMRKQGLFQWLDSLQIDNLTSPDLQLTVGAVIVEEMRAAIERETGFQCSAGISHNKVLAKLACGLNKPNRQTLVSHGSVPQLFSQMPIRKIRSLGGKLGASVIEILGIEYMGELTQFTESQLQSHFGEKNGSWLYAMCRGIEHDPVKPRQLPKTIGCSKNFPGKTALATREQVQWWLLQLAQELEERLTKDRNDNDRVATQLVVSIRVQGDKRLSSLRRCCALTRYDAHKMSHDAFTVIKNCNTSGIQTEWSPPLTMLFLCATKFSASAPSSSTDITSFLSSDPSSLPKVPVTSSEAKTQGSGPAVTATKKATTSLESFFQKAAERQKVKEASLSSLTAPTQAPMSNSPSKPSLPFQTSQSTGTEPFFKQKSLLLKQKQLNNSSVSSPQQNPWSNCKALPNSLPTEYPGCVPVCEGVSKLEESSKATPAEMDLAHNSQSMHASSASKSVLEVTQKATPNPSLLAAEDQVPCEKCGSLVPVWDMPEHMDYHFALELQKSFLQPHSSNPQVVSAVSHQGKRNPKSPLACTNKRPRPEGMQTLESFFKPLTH
#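 Pol eta (10 nM) was preincubated with compounds for 15 min at room temperature, after which fluorescent replication substrate (50 nM final) was added to start the reaction. Fluorescence was read kinetically at 0 and 10 min.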
# G9a inh: inhibitors of human histone lysine methyltransferase G9a | AID 504332 | Potency, µM (highest dose often 102 µM), for inactives: top-dose activity, negative = inhibition, actives largely listed as inhibitors | Q96KQ7 | actives 8.8% (n = 350,000) | G9a H3K9 monomethylation, AlphaScreen, 2 h; further: on the % scale 0 is the no-effect control and ±100 the full control effect; nearly all actives have a fitted effect of over 75% in size
#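 Readings reflect AlphaScreen signal from monomethyl-H3K9 antibody detection. HMT at 20 nM; substrate b-H3K9 500 nM; cofactor SAM 20 uM; 2 h RT reaction; compounds tested as titrations in qHTS with 15 min preincubation.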
# Pol kappa inh: DNA polymerase kappa (human) inhibition. purified Pol kappa, fluorescent DNA synthesis assay, 10 min. Potency, µM (doses to about 107 µM), inactives show at the highest dose activity, negative = inhibition, most hits filed as inhibitors. actives 0.53% (n = 400,000). AID 588579; further: on the % scale 0 is the no-effect control and ±100 the full control effect
#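 Activity was followed as the change in fluorescence between reads at 0 and 10 min after starting the reaction with 50 nM substrate. Beforehand, 10 nM polymerase had been preincubated with compound for 15 min at room temperature.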
# Pol iota inh: inhibitors of human DNA polymerase iota; Potency, µM (top dose mostly 115 µM), without a hit: at the top dose activity, negative = inhibition, most hits filed as inhibitors; Q9UNA4; Pol iota fluorescent replication assay, 10 min; actives 1% (n = 390,000)
#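 Pol iota at 10 nM preincubated 15 min with compounds at room temperature; reaction started with fluorescent substrate, 50 nM final. Fluorescence read kinetically at 0 and 10 min; buffer-only wells as negative control.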
# Active calls of the source: *; ? = inconclusive; / = not tested or not shown; & = joins results of further samples; [ ] = remark or other dose. The call rests on the fitted dose curve; in most records, active means well fitted curve in the direction sought with a large enough effect; inconclusive means small, poorly fitted or top-dose-only effect, or another doubt; inactive means no such curve, though single readings can be large; an effect the other way counts as inactive or inconclusive. Potency means the concentration at half of the fitted maximal effect. Some of the compounds tested; rates above refer to the full screens.
# The line under a structure holds: APEX1 inh | Anesthetic bind | BLM inh | POLB inh | BAZ2B inh | POLH inh | G9a inh | Pol kappa inh | Pol iota inh
CC1CCN(C(=O)C(NS(=O)(=O)c2cccc3nsnc23)c2ccccc2)CC1 (stereo unspecified)
    -8.8% | ? | 1.8% | 19.4% | 1.0% | -1.6% | ? | -15.3% | 3.5%
Cc1ccc(S(=O)(=O)N2CCN(Cc3ccccc3)CC2)s1
    1.4% | / | / | / | 8.8% | -11.9% | ? | 6.7% | -14.3%
CCOc1cc(CNCc2ccccc2)ccc1OCc1ccc(Cl)cc1
    -8.1% | -17.4% | -0.7% | 3.7% | 13.4% | -25.1% | -12.8%[2.33 µM] | 4.8% | -17.5%
COc1ccc(/C=N/N=C/c2ccc(OC)cc2)cc1
    10.7% | 0.7% | -1.8% | 10.3% | 6.6% | -19.2% | 25.1% | -0.2% | 16.3%
CC(=O)Nc1nonc1-c1nnc(SCC(=O)Nc2ccc(C)c(Cl)c2)n1-c1ccccc1
    / | -10.2% | -12.8% | -10.9% | 3.3% | -23.6% | -2.3%[59 µM] | 1.8% | 23.8%
CCCC(=O)Nc1ccccc1Sc1ncnc2scc(-c3ccccc3)c12
    -2.5% | 2.8% | -5.4% | 29.3% | -1.3% | -11.1% | 10.9%[59 µM] | -2.6% | 18.5%
CCOC(=O)Cn1cc(Cl)c(=O)c(Cl)c1
    -0.8% | -7.2% | 0.4% | 18.6% | -32.1% | -2.4% | -6.6%[59 µM] | -1.5% | 173.6%[activator]
CCN(CC)S(=O)(=O)c1ccc2oc(C(=O)N(C)Cc3ccccc3)c(C)c2c1
    / | ? | -8.0% | 1.0% | 10.8% | -23.3% | 22.3%[59 µM] | -38.4% | ?
Cc1csc(/N=C/N(C)C)c1C#N
    0.0% | -6.5% | -4.3% | 7.1% | -3.9% | -11.2% | / | 3.3% | 37.1%[activator]
COc1ccc(C(=O)c2cc3ccc(O)cc3oc2=O)cc1
    4.0% | -13.7% | -5.8% | 0.5% | 1.3% | 2.8% | -1.0% | -11.1% | ?
COc1cc(NC(=O)Cn2ccn(Cc3ccccc3OC)c(=O)c2=O)cc(OC)c1
    / | 1.1% | -1.1% | -10.0% | 1.5% | 19.2% | 5.8%[59 µM] | -5.6% | -0.8%
Cc1cc(C)c2c(-n3cccc3)c(C(=O)NCC(C)c3ccccc3)sc2n1 (stereo unspecified)
    / | -11.3% | -2.6% | 5.3% | -21.2% | -24.1% | -45.4%[59 µM] | 3.2% | ?
CC(=O)N1[C@H](C)C=C[C@]1(Cc1ccccc1)C(=O)NCc1cc(F)cc(C(F)(F)F)c1
    -0.2%&-3.5% | -13.4%&-16.8% | -1.7%&-2.5% | 4.7% | 3.9% | -13.5% | ? | -13.4% | 5.2%
O=C(NC1CCCCC1)C1CCN(C(=O)c2ccc(Cl)cc2)CC1
    50.3% | -1.2% | 1.5% | 17.4% | 6.4% | 8.8% | ? | 0.0% | 17.5%
COC(=O)c1sccc1NC(=O)Nc1ccccc1OC
    0.9% | -6.9% | -2.9% | 5.0% | 1.5% | -4.5% | / | -1.2% | -22.6%
O=C(COC(=O)c1n[nH]c2ccccc12)NC(=O)NC1CCCC1
    1.3% | ? | -1.8% | 14.7% | -1.6% | 4.1% | -7.4%[59 µM] | -1.3% | -1.5%
COc1ccccc1NS(=O)(=O)c1ccc(O)c(C(=O)OCC(=O)N2c3ccccc3CC2C)c1 (stereo unspecified)
    -5.7% | ? | -3.4% | 30.2%[activator] | / | -5.9% | -42.8% | 2.1% | -7.4%
Cc1cc(N2CCN(Cc3nc(-c4ccc(Cl)cc4)oc3C)CC2)cc(C)n1
    -1.9% | -9.7% | -5.4% | 13.2% | -6.4% | 1.8% | ? | -13.5% | -12.5%
CSc1ccccc1C(=O)Nc1ccc2c(c1)OCO2
    -2.8% | 4.7% | -5.4% | -22.4% | -23.5% | -4.5% | -28.6% | -4.9% | -15.7%
Cc1cnc(C(=O)NCc2ccc(F)cc2)cn1
    20.6% | -3.4% | -6.1% | -21.9% | 5.0% | -6.4% | 34.8% | -19.4% | 42.4%[activator]

# Next section
# The line under a structure holds: APEX1 inh | Anesthetic bind | BLM inh | POLB inh | BAZ2B inh | POLH inh | G9a inh | Pol kappa inh | Pol iota inh
CC(C)OCCCNC(=O)c1cc2c(=O)n(C)c3ccccc3c2n1C
    12.6% | -1.3% | 2.7% | 1.6% | 10.7% | -2.9% | ? | -0.5% | 3.9%
CN1CCN(S(=O)(=O)c2ccc(NC(=O)Cc3cccs3)cc2)CC1
    -4.6% | -14.2% | -4.4% | ? | -30.2% | -12.7% | -30.8%[12.7 µM] | -16.1% | -18.7%
O=S1(=O)C=C(SCc2cccc(Cl)c2)Nc2ccccc21
    -2.9% | ? | -5.8% | 19.3% | -1.1% | -6.0% | 18.9% | -19.7% | ?
CCn1c(SCc2nc(-c3ccccc3)no2)nnc1-c1cccs1
    1.2% | ? | -2.3% | 7.2% | -5.8% | -3.7% | 19.9%[59 µM] | -7.9% | 6.4%
COCCn1c(=O)c2c(nc3n2CCN3c2ccc(C)cc2)n(C)c1=O
    -5.7% | -4.2% | 1.1% | 19.7% | -3.5% | / | 2.8%[59 µM] | / | /
O=C(NC1CCCCC1)c1cccc(COCC(F)(F)F)c1
    -2.9% | 9.6% | -1.8% | 1.3% | 36.2%[activator] | -8.6% | ? | -9.1% | 11.7%
CCC(c1nnc(SCC(=O)Nc2ccc(C(=O)Nc3ccccc3OC)cc2)o1)N(C)C (stereo unspecified)
    10.4% | -12.9% | 1.0% | 0.3% | 0.6% | -15.4% | -2.1%[59 µM] | -3.9% | 6.0%
CCOc1ncccc1C(=O)OCC(=O)c1ccc(F)cc1
    1.0% | -13.1% | -1.5% | ? | 11.1% | -7.8% | 32.7% | 3.3% | 79.6%[activator]
COc1cc(OC)c(NC(=O)c2nn(-c3ccc(C)cc3)c(=O)c3c2c2ccccc2n3C)cc1Cl
    / | 3.1% | -5.6% | 37.1% | / | / | -4.6%[59 µM] | 1.8% | 0.7%
Cc1nn(C(=O)c2c([N+](=O)[O-])cnn2C)c(C)c1Cl
    -0.3% | 8.6% | 4.4% | 5.4% | -0.9% | 2.7% | 9.2%[59 µM] | -10.6% | 13.5%
Clc1ccc(Nc2c3c(nc4ncnn24)CCC3)cc1
    0.0% | -7.6% | -2.2% | -1.2% | 0.3% | -17.5% | -5.6% | -7.3% | 11.7%
CCCC(=O)Nc1nc(C)c(-c2csc(Nc3ccccc3OC)n2)s1
    5.0% | -19.1% | -6.1% | 7.9% | ? | -7.3% | ? | -5.4% | 30.8%
Cc1ccc2c(c1)nnn2C1CCN(C(=O)C23CC4CC(CC(C4)C2)C3)CC1
    6.4% | -5.4% | -4.1% | ? | 9.6% | -17.6% | -14.5%[59 µM] | -2.9% | 21.1%
CCOC(=O)C1=C(C)N=c2s/c(=C\c3ccc(OCC(=O)O)cc3)c(=O)n2C1c1ccccc1OC (stereo unspecified)
    ? | 3.7% | -19.6% | 12.5% | 79.4µM* | 39.8µM* | -35.5%[2.33 µM] | -6.1% | 16.6%
CCN(Cc1ccccc1)C(=O)c1c(C)oc2ncn(C)c(=O)c12
    / | -7.2% | 3.0% | 10.6% | 7.3%[57.1 µM] | -0.4% | -12.0%[59 µM] | 1.3% | -3.1%
CC(C)C(=O)NN(C(=O)C(C)C)c1nc2ccccc2s1
    -5.8% | 4.4% | 2.3% | 1.9% | -2.6% | -12.0% | 12.3% | 0.5% | 55.9%[activator]
CN(CC(=O)Nc1ccc(Cl)cc1)c1ccc(S(=O)(=O)N2CCCCC2)cc1[N+](=O)[O-]
    -8.9% | 5.9% | -5.6% | -6.2% | -36.4% | -24.5% | ? | -2.1% | -7.8%
N/C(=N\S(=O)(=O)c1cccs1)c1ccccc1
    -1.5% | 6.6% | -3.7% | -29.6% | 5.8% | -6.7% | -10.1%[59 µM] | -9.6% | -3.7%
Cc1ccc(CNC(=O)C2CC3Cn4c(nc5cc6ccccc6cc54)C3N2C)o1 (stereo unspecified)
    1.2% | 1.4% | -7.9% | 0.2% | -14.4% | -12.1% | -2.0%[59 µM] | 4.9% | -9.7%
CC1Cc2ccccc2N1C(=O)C1CC(=O)N(c2ccccc2)C1 (stereo unspecified)
    40.1% | 0.5% | -2.5% | -20.6% | -1.2% | -8.8% | 21.9% | -20.3% | 9.0%
CCCNC(=O)c1ccc2c(c1)CCN2S(C)(=O)=O
    13.1% | -10.4% | -5.3% | 25.1% | -11.3% | 13.9% | -2.9% | 0.1% | 49.6%[activator]
Cc1cccn2c(CN3CCCN(C=O)CC3)c(C(=O)N(C)CCc3ccccc3)nc12
    -0.5% | -7.3% | -3.5% | 2.2% | -15.9% | -10.0% | -26.3% | -0.8% | -12.5%
O=C(c1cc2cc(Br)ccc2oc1=O)N1CCCC1
    -1.4% | -12.0% | -1.6% | 1.0% | 11.3% | 7.8% | -4.8%[12.7 µM] | -11.6% | -6.6%

# Profiles from above:
# Profile of COCCn1c(=O)c2c(nc3n2CCN3c2ccc(C)cc2)n(C)c1=O : APEX1 inh: -5.7%; Anesthetic bind: -4.2%; BLM inh: 1.1%; POLB inh: 19.7%; BAZ2B inh: -3.5%; POLH inh: /; G9a inh: 2.8%[59 µM]; Pol kappa inh: /; Pol iota inh: /
# Profile of CCOc1ncccc1C(=O)OCC(=O)c1ccc(F)cc1 : APEX1 inh: 1.0%; Anesthetic bind: -13.1%; BLM inh: -1.5%; POLB inh: ?; BAZ2B inh: 11.1%; POLH inh: -7.8%; G9a inh: 32.7%; Pol kappa inh: 3.3%; Pol iota inh: 79.6%[activator]
# Profile of CC(C)OCCCNC(=O)c1cc2c(=O)n(C)c3ccccc3c2n1C : APEX1 inh: 12.6%; Anesthetic bind: -1.3%; BLM inh: 2.7%; POLB inh: 1.6%; BAZ2B inh: 10.7%; POLH inh: -2.9%; G9a inh: ?; Pol kappa inh: -0.5%; Pol iota inh: 3.9%
